Diaphorase act: compounds boosting diaphorase resazurin reduction – biochemical, uHTS, resorufin fluorescence, counter-screen for diaphorase-coupled primary assays, primary screen. Diaphorase/resazurin coupled assay, 16 min; active compounds read high; 1 = vehicle wells, 0 = NADH-free wells. AID 1229, 2008. 190,000 compounds, 0.005% hits. activation factor at 20 µM;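 active means diaphorase activity raised at least twofold by the compound at 20 µM; inactive means activation factor below 2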
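Test system: Clostridium kluyveri diaphorase, purified enzyme; input: enzyme 0.07 U/mL final; buffer or medium: 50 mM HEPES pH 7.4 with 4.542 mM MgCl2, 0.005% Tween 20; also added: 0.114 mM NADH and 0.1 mM resazurin, final amounts; schedule: 16 min enzyme reaction, ambient temperature; technique: fluorescence of resorufin, 544 nm excitation, 590 nm emission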
APP 5'UTR act: activators of APP 5'UTR luciferase reporter, primary screen, SH-SY5Y cells; SH-SY5Y APP 5'UTR luciferase reporter, luminescence; zero percent = DMSO vehicle wells; activation, % at 2 µM; 190,000 compounds, 1% hits; AID 1276, 2008;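 active means activation above a set limit, based on mean plus 3 SD of controls, cut at about 140% in these data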; further: values of inactives mirror those of a sister screen read the other way
STAT1 act: STAT1 signaling activators, primary screen, cell-based, HTS, luciferase reporter; NIH 3T3 STAT1-luciferase reporter, IFN-gamma, luminescence; 100% = IFN-gamma alone, no compound; activation (% of control), % at 5.5 µM; 200,000 compounds, 2.6% hits;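 active means activation above the screen-wide mean activation plus 3 SD, cut at about 130% in these data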;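 further: raw ratio to IFN-gamma control signal so 100% means no change and 0% no light; values of inactives mirror those of a sister screen read the other way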
G6PDH CS: L. mesenteroides G6PDH inhibitors, counter-screen for G6PDH-coupled screening assays, biochemical, Leuconostoc mesenteroides enzyme. inhibition, % at 5 µM. Purified L. mesenteroides G6PDH, diaphorase/resazurin coupled fluorescence, 45 min. AID 1020, 2008. 200,000 compounds, 0.12% hits; in the data active means inhibition above about 50%
FLuc inhib CS: firefly luciferase enzyme inhibitors, primary screen, artefact control for luciferase-based inhibitor screens, biochemical, luminescence, ATPLite. 10 min. inhibition, % at 10 µM. 200,000 compounds, 1.5% hits;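 active means inhibition above about 50% when tested at 10 µM, limit read from the data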
Target sequence (P08659 whole entry, looked up): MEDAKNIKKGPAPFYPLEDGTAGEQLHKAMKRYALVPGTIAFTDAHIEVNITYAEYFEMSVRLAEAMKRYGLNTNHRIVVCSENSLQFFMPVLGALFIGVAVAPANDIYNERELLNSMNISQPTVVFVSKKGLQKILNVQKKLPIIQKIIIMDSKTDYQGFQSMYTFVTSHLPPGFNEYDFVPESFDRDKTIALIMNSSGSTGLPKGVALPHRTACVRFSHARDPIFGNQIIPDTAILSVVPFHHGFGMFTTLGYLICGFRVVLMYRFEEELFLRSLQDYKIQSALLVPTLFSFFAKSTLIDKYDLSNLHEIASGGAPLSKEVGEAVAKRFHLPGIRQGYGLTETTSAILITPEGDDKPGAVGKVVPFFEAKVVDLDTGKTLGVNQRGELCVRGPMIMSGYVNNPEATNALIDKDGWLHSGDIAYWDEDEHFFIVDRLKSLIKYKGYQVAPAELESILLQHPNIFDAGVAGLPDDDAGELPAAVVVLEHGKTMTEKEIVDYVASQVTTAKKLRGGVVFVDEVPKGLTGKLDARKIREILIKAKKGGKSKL
FLuc stim CS: FLuc activators, initial screening, artefact control for FLuc-dependent activation tests, biochemical, ATPlite luminescence. ATPlite luciferase biochemical, 10 min; 0 = ATP-free wells, 1 = DMSO control. 200,000 tested, under 10 active. activation factor at 10 µM. Luciferin 4-monooxygenase (Photinus pyralis), P08659;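 active means luciferase activation factor, scaled between plate controls, of at least 2 with compound at 10 µM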
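Material: luciferase plus luciferin reagent, cell-free. Medium: PBS buffer for ATP. Also added: ATP substrate, dispensed from a 10.24 µM working solution in PBS. Doses: test compounds dosed from 2 mM stocks in 100% DMSO. Incubation: 10 min post-reagent at room temperature. Technique: light output (luminescence). Read-out basis: luminescence gain marking luciferase activators.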
Diaph inh CS: diaphorase inhibitors and chemical oxidizers, primary screen, counter-screen for diaphorase-coupled primary assays, biochemical, uHTS, resorufin fluorescence; diaphorase resazurin-to-resorufin fluorescence, NADH, 16 min; bacterial (C. kluyveri) enzyme, not human; inhibition, % at 20 µM; 190,000 compounds, 0.69% hits;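 active means primary screen inhibition at 20 µM above a set limit, cut at about 50% in these data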;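 further: plate controls were DMSO with full reaction for no effect and wells lacking NADH for full effect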
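Test system: Clostridium kluyveri diaphorase enzyme / Quantity: diaphorase at 0.14 U/mL in enzyme working solution / Incubation: 16-min room-temperature incubation before reading / Benchmarks: NADH-free wells as positive control, DMSO-only neutral wells / Signal: resorufin fluorescence 544/590 nm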
TLR4 MyD88 comp: inhibitors of TLR4-MyD88 association in cells, primary screen, cell-based, HeLa CL3-4, BLA complementation, FRET ratio; AID 861, 2007; HeLa CL3-4 TLR4/MyD88 BLA complementation; 200,000 compounds, 0.18% hits; inhibition, % at 8.4 µM; in the data active means inhibition above about 25%;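 further: 0% = vehicle and 100% = reference inhibitor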
APP 5UTR inh: inhibitors of APP translation via 5'UTR reporter, primary screen, APP 5'UTR luciferase, SH-SY5Y cells. SH-SY5Y APP 5'UTR-luciferase reporter, luminescence. inhibition, % at 2 µM. 190,000 compounds, 0.82% hits. AID 1285, 2008;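 active means inhibition above a set limit, derived from the sample mean plus 3 SD, cut at about 45% in these data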; further: values of inactives mirror those of a sister screen read the other way
NF-kB neuron act: activators of NF-kB expression in neurons, primary screen, cell-based, HTS. human neuronal cells, NF-kB reporter expression; active compounds read high. fold change at 12.5 µM. 190,000 compounds, 1.6% hits. AID 1239, 2008; in the data active means fold change above about 3.3
* hit, by the source's call; x = no result given; & = joins results of further samples.

SMILES | Diaphorase act | APP 5'UTR act | STAT1 act | G6PDH CS | FLuc inhib CS | FLuc stim CS | Diaph inh CS | TLR4 MyD88 comp | APP 5UTR inh | NF-kB neuron act
COc1ccc(CCN2C(=S)N(C)C(=O)C2CC(=O)Nc2ccc(OC)cc2)cc1 (stereo not drawn) | 0.9 | -12 | 89 | 4 | -4 | 1 | 6 | 1 | 12 | 1.2
O=C(NC1CCCCCC1)c1ccc(CN2CCOCC2)cc1 | 0.9 | 55 | 110 | 5 | 16 | 0.8 | 10 | 6 | -55 | 2.1
CCCCOC(=O)C1CN(c2ccccc2)N=C1C(=O)OCC (stereo not drawn) | 0.9 | 2 | 100 | 18 | 1 | 1 | 12 | 13 | -2 | 0.96
CS(=O)(=O)c1ccc2nc(NC(=O)c3cc4ccccc4o3)sc2c1 | 0.9 | 38 | 114 | 6 | 47 | 0.5 | 6 | -4 | -38 | 0.87
Cc1cc(NC(=O)COC(=O)c2oc3c(Cl)cccc3c2C)no1 | 1 | -2 | 98 | 5 | -5 | 1.1 | 3 | 7 | 2 | 1.1
CCOc1ccc(CCNC(=O)c2cc3c(C)nccc3[nH]c2=O)cc1OCC | 0.8 | 9 | 85 | 0 | -8 | 1.1 | 17 | 1 | -9 | 0.27
CCN1CCN(c2cc(C)c3cc(NC(=O)Cc4ccccc4OC)ccc3n2)CC1 | 1 | 9 | 104 | -42 | -5 | 1.1 | 2 | -2 | -9 | 1.1
O=C(CSc1nnnn1Cc1ccccc1)NCCc1ccccc1 | 0.8 | -6 | 99 | 22 | -3 | 1 | 20 | 1 | 6 | 1.2
CS(=O)(=O)N(Cc1ccccc1)c1ccc(C(=O)NC2CCCCC2O)cc1 (stereo not drawn) | 0.9 | 9 | 107 | 3 | -4 | 1 | 12 | 13 | -9 | 1.2
CCOC(=O)Cc1nnc(Nc2cccc(O)c2)c2ccccc12 | 0.8 | 7 | 101 | 1 | -6 | 1.1 | 16 | -9 | -7 | 0.86

Not a retest: an excerpt of the list.
SMILES | Diaphorase act | APP 5'UTR act | STAT1 act | G6PDH CS | FLuc inhib CS | FLuc stim CS | Diaph inh CS | TLR4 MyD88 comp | APP 5UTR inh | NF-kB neuron act
O=C(CSc1nnnn1Cc1ccccc1)NCCc1ccccc1 | 0.8 | -6 | 99 | 22 | -3 | 1 | 20 | 1 | 6 | 1.2
CS(=O)(=O)N(Cc1ccccc1)c1ccc(C(=O)NC2CCCCC2O)cc1 (stereo not drawn) | 0.9 | 9 | 107 | 3 | -4 | 1 | 12 | 13 | -9 | 1.2
CCOC(=O)Cc1nnc(Nc2cccc(O)c2)c2ccccc12 | 0.8 | 7 | 101 | 1 | -6 | 1.1 | 16 | -9 | -7 | 0.86

Further compounds
SMILES | Diaphorase act | APP 5'UTR act | STAT1 act | G6PDH CS | FLuc inhib CS | FLuc stim CS | Diaph inh CS | TLR4 MyD88 comp | APP 5UTR inh | NF-kB neuron act
CCN(CC)c1nc(C#N)nc(N(CC)CC)n1 | 0.8 | 5 | 95 | 2 | -1 | 1 | 19 | -3 | -5 | 1.2
CCc1nnc(NC(=O)CSc2nnc(-c3cccnc3)n2C)s1 | 1 | -3 | 103 | 3 | -1 | 1 | -2 | -2 | 3 | 1
COc1ccc(C2CC(c3ccccc3)=NN2C(=S)Nc2ccccc2)cc1 (stereo not drawn) | 0.8 | 14 | 104 | 4 | -5 | 1.1 | 19 | 6 | -14 | 1.3
CC(C)(C)n1cnc2cc(NS(=O)(=O)c3ccccc3)ccc21 | 0.9 | 11 | 106 | 18 | -4 | 1 | 5 | 1 | -11 | 1.5
O=C(c1cccc(S(=O)(=O)N2CCOCC2)c1)N1CCN(S(=O)(=O)c2cccs2)CC1 | 0.9 | -3 | 85 | 11 | -3 | 1 | 11 | 4 | 3 | 1.6
O=c1[nH]nc(SCc2nc3ccccc3s2)n1C1CC1 | 1 | 37 | 120 | 2 | 5 | 1 | 1 | 10 | -37 | 1.2
Cc1nccn1CC(=O)N/N=C/c1cccc(O)c1 | 0.8 | -2 | 102 | 3 | -5 | 1 | 17 | -10 | 2 | 1.1
COc1ccc(-c2onc(C)c2-c2cnn(-c3ccccc3)c2)c(O)c1C | 0.8 | -4 | 97 | -3 | -4 | 1 | 16 | -6 | 4 | 0.86
Cc1ccc(NC2=C/C(=N/S(=O)(=O)c3cccs3)c3ccccc3C2=O)cc1C | 0.9 | 40 | 98 | 32 | 7 | 0.9 | 11 | 2 | -40 | 0.9
CCn1c(C)nc2cc(C(=O)NNS(=O)(=O)c3c(F)cc(F)c(Cl)c3F)ccc21 | 1 | 18 | 104 | 0 | -4 | 1 | 4 | -2 | -18 | 1.1
CCCn1c(C(=O)OC)cc2c1ccn2-c1ccc(F)cc1 | 1 | 1 | 104 | 12 | -1 | 1 | 3 | -17 | -1 | 1.4
COc1ccccc1N1C(=O)C2C3C=CC(C3)C2(C)C1=O (stereo not drawn) | 0.9 | 7 | 105 | -1 | -8 | 1.1 | 13 | 6 | -7 | 1.1
Nc1nc(N2CCN(C(c3ccccc3)c3ccccc3)CC2)n[nH]1 | 1 | 5 | 95 | 3 | -7 | 1.1 | 4 | -8 | -5 | 1.1
CCOC(=O)N1CCC(N2Cc3cccc(C(=O)NCc4ccc(C)cc4)c3C2=O)CC1 | 0.8 | 10 | 102 | 0 | -4 | 1 | 16 | -6 | -10 | 0.99
COc1ccccc1NC(C)C(=O)N/N=C/c1cccs1 (stereo not drawn) | 1 | -6 | 95 | 2 | -2 | 1 | 0 | 7 | 6 | 1.3
c1ccc2[nH]c(NCCN3CCOCC3)nc2c1 | 0.9 | 6 | 100 | -3 | -1 | 1 | 10 | 4 | -6 | 1.1
O=C(Nc1cc([N+](=O)[O-])ccc1F)c1ccc2c(c1)OCCO2 | 0.9 | 6 | 110 | 8 | 9 | 0.9 | 10 | -6 | -6 | 1.6
Cc1cccc(-n2cc[nH]c2=S)c1 | 1 | -5 | 94 | -5 | 10 | 0.9 | -1 | -3 | 5 | 1.1
COC(=O)CN1C(=O)C(O)(CC(=O)c2ccccc2)c2ccccc21 (stereo not drawn) | 1 | -6 | 94 | 7 | -2 | 1 | 3 | 2 | 6 | 0.94
CCCN(Cc1cc2cccc(C)c2[nH]c1=O)C(=O)c1cccc(OC)c1 | x | 15 | 92 | x | x | x | x | -11 | -15 | x
COc1ccccc1NC(=O)CCSc1nnc(-c2ccc(O)cc2)o1 | 0.8 | 3 | 84 | 0 | -2 | 1 | 23 | -10 | -3 | 1.3
O=C(Nc1ccc(F)cc1F)N1CCCC(c2nc(-c3ccc(F)cc3)no2)C1 (stereo not drawn) | 0.8 | 35 | 97 | 8 | -2 | 1 | 17 | 9 | -35 | 1.1
O=C(Cn1cc2c(n1)CCCCC2)Nc1c(F)c(F)cc(F)c1F | 0.9 | -3 | 99 | -7 | -5 | 1 | 9 | -12 | 3 | 0.95
O=C(O)c1ccccc1Nc1cccc(C(F)(F)F)c1 | 1 | -4 | 103 | 7 | -1 | 1 | -1 | 6 | 4 | 1
COC(=O)c1cc(C#N)c(N2CCN(C)CC2)nc1C | 0.9 | 5 | 100 | 0 | -4 | 1 | 6 | 10 | -4 | 1.2
O=C(CCC(=O)c1ccc(Oc2ccccc2)cc1)Nc1cccc(Cl)c1 | 0.9 | 13 | 102 | 4 | -8 | 1.1 | 8 | -3 | -13 | 1
C=CCN(C(=O)Nc1ccccc1)C1CC(=O)N(c2ccc(OC)cc2)C1=O (stereo not drawn) | 0.9 | 18 | 94 | 8 | -9 | 1.1 | 13 | -13 | -18 | 1.1
Fc1ccc(/C=N/NC2=Nc3cccc4cccc2c34)cc1 | 0.7 | 167* | 167* | 6 | 58* | 0.4 | 26 | -1 | -167 | 2.2
CC1CC(C(F)(F)F)n2ncnc2N1 (stereo not drawn) | 0.9 | -1 | 97 | -7 | -2 | 1 | 8 | -8 | 1 | 1
Cc1c(Cl)cnc(NC(=O)COC(=O)c2ccc([N+](=O)[O-])s2)c1Cl | 0.6 | 15 | 95 | -24 | -7 | 1.1 | 40 | -2 | -15 | 0.97
Cc1ccnc(NC(=O)CCC(=O)N(CC(=O)NC2CCCCC2)Cc2cccs2)c1 | 1 | 18 | 107 | 0 | 0 | 1 | 0 | -10 | -18 | 0.93
COc1ccc(C)cc1NCc1cccc(OC)c1OC | 0.8 | 2 | 109 | -21 | -3 | 1 | 18 | 7 | -2 | 1.1
Cc1ccc(N(CC(O)CON=C2c3ccccc3-c3ccccc32)S(C)(=O)=O)cc1 (stereo not drawn) | 0.7 | 12 | 90 | 0 | -9 | 1.1 | 25 | 4 | -12 | 0.53
CCOC(=O)C(NC(=O)c1ccccc1)(N1CCOCC1)C(F)(F)F (stereo not drawn) | 0.9 | 6 | 96 | 7 | -5 | 1.1 | 14 | 2 | -6 | 1
CC(C)CC(=O)Nc1cc(NC(=O)CC(C)C)cc(C(=O)NC(C)(C)C)c1 | 0.9 | 6 | 102 | 6 | -8 | 1.1 | 9 | 1 | -6 | 1.1
COc1ccc2cc(C3(C)NC(=O)NC3=O)ccc2c1 (stereo not drawn) | 0.9 | 11 | 100 | 3 | -5 | 1 | 8 | -22 | -11 | 1.1
Cc1ccc(C(=O)N2CCN(c3ncnc4c(-c5ccccc5)nsc34)CC2)cc1 | 0.8 | 0 | 100 | 16 | -10 | 1.1 | 22 | 5 | 0 | 0.98
C[C@H]1O[C@H]1P(=O)(O)O | 0.8 | -3&-8 | 105&102 | 11 | -7 | 1.1 | 20 | 5&0 | 3&8 | 1&1.4
COc1cc(CCC(=O)Nc2nnc(-c3cccnc3)s2)cc(OC)c1OC | 1 | 31 | 103 | 0 | 0 | 1 | 1 | 4 | -31 | 1.2
O=C(CC(C(=O)O)P(=O)(c1ccccc1)c1ccccc1)c1ccccc1 (stereo not drawn) | 0.9 | 4 | 100 | 1 | -5 | 1.1 | 7 | -5 | -4 | 1.1
N/C(=N\NC(=O)c1ccc(F)cc1)c1cc2ccccc2oc1=O | 0.9 | 9 | 99 | 0 | 4 | 1 | 5 | 12 | -9 | 1.1
N#Cc1c(/N=C/c2cc(Br)cs2)sc2c1CCC2 | x | -2 | 120 | x | x | x | x | 11 | 2 | x

Limited to STAT1 act and Diaphorase act (2 entries from above):
SMILES	STAT1 act	Diaphorase act
C[C@H]1O[C@H]1P(=O)(O)O	105&102	0.8
COc1cc(CCC(=O)Nc2nnc(-c3cccnc3)s2)cc(OC)c1OC	103	1

High-throughput results from PubChem.
